Screening data from PubChem BioAssay.
M5 PAM = CHRM5 positive allosteric modulation; CHO-K1 hM5, Fluo-8 calcium, ACh EC20 PAM; 0% = ACh EC20, 100% = ACh EC100; activation, % at 3 µM; 0.3% of 360,000 active; P08912;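 active = activation above the run cutoff, the mean activation of all test compounds plus 3 SD, cut at about 18% in these data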
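Probe or stimulus: acetylcholine, EC20 level; Assay system: human M5 receptor in CHO-K1 cells; Schedule: compound preincubation 140 s before EC20 acetylcholine addition; Technique: intracellular calcium via Fluo-8 fluorescence; Dosing: single-point, 3 µM nominal; Read-out basis: percent activation from peak-over-basal fluorescence ratio, scaled EC20-to-EC100 acetylcholine; Repeats: one well per compound, no replicates.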
CRFBP-R2 agonist = agonists of human CRF-binding protein/CRF-R2 receptor complex; 0.46% of 350,000 active; HEK293 CRF-R2/CRF-BP, calcium dye fluorescence (FLIPR); percent of saturating CRF peptide response; activation, % at 13.2 µM;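 active = activation of at least 50%, plus an integration ratio under a set limit after plate pattern correction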;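 also: plate controls were neutral control wells without compound for no effect and CRF at EC100 for full effect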
CHRM4 agonist = agonists of human muscarinic M4 receptor (CHRM4). CHO-K1 hM4/Gqi5, Fluo-8 calcium fluorescence; vehicle 0%, full acetylcholine response 100%. activation, % at 3 µM. P08173. 0.14% of 360,000 active;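 active = activation above the run mean over all test wells plus 3 SD, cut at about 32% in these data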;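 also: peak over basal fluorescence ratio per well then scaled between controls; 0% = DMSO wells and 100% = acetylcholine at EC100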
Target sequence (P08173 whole entry, looked up): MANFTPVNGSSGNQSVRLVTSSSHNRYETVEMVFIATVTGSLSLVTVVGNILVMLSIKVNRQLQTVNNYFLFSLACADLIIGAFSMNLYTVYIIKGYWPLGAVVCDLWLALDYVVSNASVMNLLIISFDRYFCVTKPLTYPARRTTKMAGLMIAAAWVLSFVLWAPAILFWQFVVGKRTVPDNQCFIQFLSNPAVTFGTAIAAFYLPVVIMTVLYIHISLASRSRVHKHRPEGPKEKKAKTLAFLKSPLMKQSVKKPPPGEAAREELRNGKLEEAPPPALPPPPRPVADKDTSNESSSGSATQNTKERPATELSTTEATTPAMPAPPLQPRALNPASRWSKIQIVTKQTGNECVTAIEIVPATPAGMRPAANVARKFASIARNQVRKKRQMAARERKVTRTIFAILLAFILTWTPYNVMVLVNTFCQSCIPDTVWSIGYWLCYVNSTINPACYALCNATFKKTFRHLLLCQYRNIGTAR
M4 antag = CHRM4 antagonism in calcium assay | CHO-hM4 cells, ACh EC80, Fluo-8 calcium fluorescence | AID 624125 | inhibition, % at 3 µM | 0.73% of 360,000 active;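 active = inhibition above its plate's cutoff, the mean inhibition of sample wells plus 3 SD, cut at about 27% in these data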;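 also: 0% = acetylcholine EC80 with DMSO and 100% = DMSO without agonist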
M5 ag = CHRM5 agonism in calcium assay; activation, % at 3 µM; P08912; CHO-K1 hM5 cells, Fluo-8 calcium fluorescence; 0% DMSO wells, 100% maximal acetylcholine response; 0.19% of 360,000 active;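 active = activation above the run's mean over test compounds plus 3 SD, cut at about 23% in these data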;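 also: signal is peak over basal fluorescence ratio across the kinetic read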
CHRM4 PAM = CHRM4 positive allosteric modulation | CHO-K1 hM4/Gqi5, Fluo-8 calcium fluorescence, ACh EC20; 0% = ACh EC20, 100% = maximal ACh | 0.4% of 360,000 active | P08173 | activation, % at 3 µM | AID 624126;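 active = activation above its plate's cutoff, the mean activation of sample wells plus 3 SD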; also: some results filed as inactive read as strong as hits
M5 antag = antagonists of human muscarinic M5 receptor (CHRM5); P08912; CHO-hM5 cells, Fluo-8 calcium fluorescence, ACh EC80; inhibition, % at 3 µM; 0.59% of 360,000 active; AID 624040;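 active = inhibition above a per-plate cutoff, the mean of that plate's test compounds plus 3 SD, cut at about 27% in these data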;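 also: 0% = acetylcholine EC80 with DMSO and 100% = DMSO without agonist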
CRFR2-BP antag = antagonists of CRF-binding protein/CRF-R2 receptor complex; HEK293 CRF-R2/CRF-BP, CRF-induced calcium fluorescence; inhibition, % at 11.8 µM; 0.59% of 350,000 active;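 active = inhibition of the ligand-induced calcium signal above about 50% at the single tested concentration, limit read from the data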
IDE inh = cellular human IDE inhibition | AID 434962 | 0.41% of 320,000 active | P14735 | HEK cells, FAbetaB cleavage, fluorescence polarization | inhibition, % at 5.59 µM;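 active = percent inhibition above the average of all tested compounds plus 3 SD, set per screening campaign, cut at about 16% in these data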;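 also: IDE supplied by intact live HEK cells; FP after avidin binding of uncleaved biotin substrate so inhibition keeps polarization high; 0% = DMSO wells and 100% = 60 µM reference IDE inhibitor Ii1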
Numbers without * were called inactive; . = no result given. No enrichment for hits; overall some 2.9% were active at least once.

SMILES	M5 PAM	CRFBP-R2 agonist	CHRM4 agonist	M4 antag	M5 ag	CHRM4 PAM	M5 antag	CRFR2-BP antag	IDE inh
O=C(CN1CCN(S(=O)(=O)c2ccc3ccccc3c2)CC1)N1CCc2ccccc2C1	-15	1.7	3	-9	-4	-3	6	5	2
CC(=O)N1CN(C2CC(C)(C)NC(C)(C)C2)Cc2c1sc1c2CCCC1	-1	1.8	1	-4	-1	-1	0	3	0
O=C(Nc1ccccc1)c1ccc(C(=O)Nc2ccccc2)nc1	7	-0.8	0	5	1	2	-11	-5	-2
O=C(CN1CCN(C(=O)CNC(=O)c2ccc3c(c2)OCO3)CC1)Nc1cccc(F)c1	19*	1.2	1	-17	1	8	-8	-9	-3
COc1ccc(-c2noc(CCC(=O)N3CCN(c4cccc(F)c4)CC3)n2)cc1	-2	-0.7	1	-15	4	7	1	15	.
COc1ccc(C23CC4CC(CC(C(=O)O)(C4)C2)C3)c(F)c1	0	0.1	-1	-1	-2	1	9	4	-2
Cc1nn2c(C)c(C(=O)Nc3ccccc3)cnc2c1C#N	-19	-1.0	19	-10	5	-2	18	3	3
COc1ccccc1C1N(c2cc(Cl)ccc2OC)C(=O)C2CCCN21 (configuration not stated)	0	-0.9	0	-4	-1	0	-1	26	-1
CSc1nsc(/C=C/Nc2ccc(O)cc2C)c1C#N	1	0.6	0	11	1	-6	3	-4	1
CCCCOc1ccc(CSc2nc(C)[nH]c2[N+](=O)[O-])cc1[N+](=O)[O-]	-24	-1.5	13	13	2	-10	19	3	5
CCc1nc2c(OCCOc3ccc(F)cc3)cccn2c1N(C)C(=O)c1ccccc1F	0	.	3	2	-1	-6	5	.	.
Cc1cc(NC(=S)NC(=O)C2CC2)ccc1Br	-7	1.2	-2	5	-4	-8	7	9	0
COc1ccc(N=C2NN=C(c3ccc4c(c3)OCCO4)CS2)cc1	4	2.9	1	2	0	0	3	-6	-1
COc1ccc(C(=O)NCC(c2cccs2)N2CCc3ccccc32)cc1OC (configuration not stated)	-1	0.2	4	10	-2	3	9	2	-5
S=C(NC1CCCCC1)N1CCN(Cc2ccccc2)CC1	3	0.6	2	8	-5	-4	3	-18	0
COc1cc(C)c(CN2CCN(c3ncccn3)CC2)cc1C	1	2.6	0	-2	-2	0	8	-8	3
COc1ccc(C)cc1N1CC(C(=O)OCc2nc(N)nc(Nc3ccccc3C)n2)CC1=O (configuration not stated)	0	0.0	3	-4	-1	-1	6	-7	.
COc1ccc(N(C(=O)CNC(=O)c2ccco2)C(C(=O)NC2CCCC2)c2ccncc2)cc1 (configuration not stated)	1	0.7	1	3	0	-4	-4	-30	2
COc1cccc(NC(=O)CSc2nc3ccccc3c(=O)n2Cc2cccs2)c1	-2	1.8	2	-3	-6	-1	0	-4	1
CCOC(=O)c1c(NC(=O)C(Sc2ccccc2)c2ccccc2)sc(C(N)=O)c1C (configuration not stated)	0	4.6	0	-3	4	15	7	-7	-2
CCOC(=O)Cn1nnnc1CN(Cc1ccc(OC)cc1)Cc1cc2cc(C)ccc2[nH]c1=O	3	0.4	1	-1	0	0	-4	41	6
Cc1cc(=O)oc2cc(NC(=O)Cc3ccccc3)ccc12	2	-0.1	3	-2	-2	4	8	-4	8
CCN(CC)S(=O)(=O)c1ccc(Cl)c(OC)c1	7	-1.5	0	4	-5	0	-3	36	-2
N#C/C(=C/c1ccc(N2CCCCCC2)o1)c1ccc(F)cc1	-2	6.4	3	17	6	-5	5	-5	2
NC(=O)c1ccccc1N/C=C/C(=O)c1ccco1	0	-1.9	1	24	-2	3	-6	-22	-1
COc1cccc2c1cc1c(=O)n(CC(=O)N3CCN(c4cccc(C)c4C)CC3)nc(C)n12	-2	0.7	1	4	-3	-1	-3	7	.
COc1ccc(C(=O)NCCCNc2nc3cc(C)cc(C)c3cc2C#N)cc1	-5	-0.8	6	-14	-1	-3	11	0	.
CCN(CC)CCNC(=O)c1ccc(NC(=O)c2ccc(F)cc2)cc1	3	0.8	0	-2	-13	-11	-3	4	-5
O=C1COc2ccc(C(=O)CSc3ccccc3C(=O)O)cc2N1	0	-5.1	0	4	7	-7	-5	16	-6
C=CCC1(CC=C)CCCN1C(=O)c1cc(COc2ccc(C)nc2)on1	-15	-0.7	21	20	3	-10	51*	15	2
COc1cccc(-c2cc3nc(-c4ccccc4)cc(N4CCCC(O)C4)n3n2)c1 (configuration not stated)	-4	-0.3	7	6	-4	-4	6	-55	-1
O=C(CCNC(=O)c1ccc(Cl)cc1)Nc1ccncc1	1	-0.3	2	10	1	8	2	1	-7
Cc1ccccc1-n1c([C@@H]2C[C@H]2c2ccccc2)n[nH]c1=S	3	1.4	2	-3	-4	0	11	-27	-6
CCCNc1c(NS(=O)(=O)c2cccs2)c(=O)oc2ccccc12	1	0.4	1	-4	-4	-2	13	-3	-1
Cc1cccc2c(N=Nc3ccc(S(=O)(=O)Nc4ccc(Cl)cc4)cc3[N+](=O)[O-])c(O)[nH]c12	0	0.2	1	14	2	9	5	-1	4
O=[N+]([O-])c1cc(-c2cnc3ccccc3n2)ccc1Cl	9	-0.8	1	3	0	4	-3	-22	2
O=C(O)COCC(=O)N1CCN(c2cc(C(F)(F)F)nc3ccccc23)CC1	0	-0.6	0	-4	-4	1	7	-5	0
COc1ccc(C)c2sc(=NC(=O)c3ccccc3)n(C)c12	-2	4.6	0	-9	1	1	0	-39	2
Cc1ccc(SCC(=O)Nc2cc(C)on2)cc1	-2	1.1	0	5	-1	1	-3	-8	3
COCCCNc1ccn2nc(-c3ccccc3)cc2n1	0	.	3	2	0	0	-6	.	.
CCO[C@@H]1OC(C(=O)NC2CC2)=C[C@H](C)[C@H]1CCCO	6	-0.4	0	2	3	-6	-1	1	4
Cc1cccc(NC(=S)NCCc2ccccc2)c1C	-2	0.7	-1	14	-11	-8	15	-3	0
O=C(CSc1nnc(COc2ccc(Cl)cc2)o1)N1c2ccccc2CCc2ccccc21	-6	-2.3	0	0	-1	-4	6	-9	-8
O=C(N/C(=C\c1ccc([N+](=O)[O-])cc1)C(=O)N1CCCCC1)c1ccccc1Br	-2	-1.2	0	7	3	2	-3	-17	8
N#CCCN(CCC#N)c1nncs1	3	3.5	-1	6	1	0	-4	-5	-3
C#CCSc1nc2ccccc2n1C(=O)c1ccc(S(=O)(=O)N2CCCCC2)cc1	-7	-0.3	0	8	1	-11	3	-5	1
COC(=O)c1ccc(CSc2nc3ccccc3c(=O)n2-c2cccc(OC)c2)o1	-14	-1.2	15	7	-1	-6	17	76*	5
Cc1ccccc1-n1c(C)nc2ccccc21	2	-0.8	1	4	-9	-1	0	15	1
O=C(Nc1nccs1)c1ccccc1[N+](=O)[O-]	-4	-1.6	1	4	1	2	9	15	2
Cc1cc(C)cc(C(=O)Nc2ccc(NC(=O)c3cccs3)cc2)c1	-7	-1.0	12	2	-1	-5	0	-20	19*
CCCCN(CCCC)CCNC(=O)c1cn(C)c2ccc(S(=O)(=O)N(C)C3CCCCC3)cc2c1=O	-5	-1.3	0	0	-10	-5	7	-5	-15
O=C1OC(Nc2ccc(Br)cn2)c2ccccc21 (configuration not stated)	8	1.0	1	1	-3	9	-3	8	2
O=C(c1cccs1)N1C[C@@H](O)[C@H](n2cc(C3CC3)nn2)C[C@@H]1c1ccc(Cl)cc1	5	1.4	4	-15	0	4	-2	-13	.
CCOC(=O)C(NC(=O)C1CCCN1C(=O)OCc1ccccc1)C(=O)OCC (configuration not stated)	6	-0.4	1	4	-3	12	-1	15	-2
CCN(CC(=O)NC(=O)NCc1ccccc1)Cc1nc2ccccc2c(=O)[nH]1	-4	-1.7	3	-1	3	-4	11	9	-5
O=C1Nc2c(Cl)cc(Cl)cc2C1=O	-4	4.0	3	-10	23	2	5	-6	.
O=C(c1ccccc1F)N1CCN(CC2CC3C=CC2C3)CC1 (configuration not stated)	-4	-1.5	0	1	-6	-3	2	8	-3
N#Cc1ccc(-c2ccc(OCC(O)Cn3nnc4ccccc43)cc2)cc1 (configuration not stated)	-16	0.4	14	6	2	-13	4	-3	4
CC(C)N(CCO)Cc1nc(C(c2ccccc2)c2ccccc2)no1	-5	-1.4	-1	-7	-22	-5	-4	8	9
Cc1ncsc1C(=O)O	0	-1.3	1	-4	4	-7	4	5	3
Cc1ccc2occ(-c3nn[nH]n3)c(=O)c2c1	-2	-0.6	1	6	0	-9	3	21	-7
COc1ccc(OCC(O)CNS(=O)(=O)c2ccc(NC(C)=O)cc2)cc1 (configuration not stated)	-5	-0.8	2	5	-5	0	10	-6	2
